Bioassay records: PubChem BioAssay, several laboratories
HGIII-sPLA2 inh: Blocks human group III sPLA2 activity; Q9NZ20; 370,000 compounds, 0.56% hits; QFRET BODIPY PC-A2 liposome hydrolysis, fluorescence; AID 743126; inhibition, % at 12.2 µM;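 active = inhibition above mean plus 3 SD of compounds lying within the high and low control bounds, cut at about 19% in these data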;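 note: 0% = median of test compound wells and 100% = no enzyme DMSO wells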
Target sequence (Q9NZ20 whole entry, looked up): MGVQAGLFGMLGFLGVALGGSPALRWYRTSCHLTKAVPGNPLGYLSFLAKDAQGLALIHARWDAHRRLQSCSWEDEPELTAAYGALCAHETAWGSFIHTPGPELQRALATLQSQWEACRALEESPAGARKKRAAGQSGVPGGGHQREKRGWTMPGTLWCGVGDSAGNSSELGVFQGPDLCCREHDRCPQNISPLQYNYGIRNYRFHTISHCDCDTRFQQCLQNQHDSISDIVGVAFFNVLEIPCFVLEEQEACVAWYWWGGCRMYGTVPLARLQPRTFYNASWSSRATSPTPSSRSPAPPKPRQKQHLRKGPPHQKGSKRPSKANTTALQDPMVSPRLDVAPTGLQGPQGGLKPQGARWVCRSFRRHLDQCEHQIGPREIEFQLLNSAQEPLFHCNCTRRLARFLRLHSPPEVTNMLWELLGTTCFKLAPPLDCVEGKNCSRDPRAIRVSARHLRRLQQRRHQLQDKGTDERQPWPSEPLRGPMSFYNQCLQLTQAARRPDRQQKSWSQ
FXN GAA850 act: increases GAA850 frataxin promoter reporter activity; activation, % at 6 µM; HEK293 lucGAA850 FXN promoter luciferase reporter, 24 h; percent of 10 µM SAHA response; 360,000 compounds, 0.56% hits;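 active = activation above the average of all compounds screened plus 3 SD, cutoff fixed separately per campaign, cut at about 7.5% in these data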;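 note: 0% = DMSO wells and 100% = 10 µM SAHA wells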
DAX1 inh-1: DAX1 (NR0B1) inhibition, primary screen. HEK293T StAR-luciferase reporter, SF-1/DAX-1 repression relief. inhibition, % at 6.8 µM. 370,000 compounds, 1.1% hits. AID 652010;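 active = inhibition above the mean over all tested compounds plus 3 SD, cut at about 3.6% in these data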;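 note: 0% = DAX-1 cells with DMSO and 100% = cells lacking DAX-1 with DMSO; higher inhibition means more luminescence from relief of DAX-1 repression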
hcDAF-12 act: activators of H. contortus DAF-12 nuclear receptor; HEK293 hcDAF-12 lit1-tk-luc reporter, luminescence; 0% DMSO, 100% Δ7-dafachronic acid; activation, % at 6.8 µM; 370,000 compounds, 1.4% hits; AID 652067;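 active = activation above the mean of all tested compounds plus 3 SD, cut at about 5.5% in these data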;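 note: 100% = response to 3 µM Δ7-dafachronic acid high control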
SMARCA2 activ: SMARCA2 function activation, primary screen; MG213 cells, MMTV-luciferase reporter, dexamethasone, overnight; activation, % at 9.1 µM; 370,000 compounds, 1% hits; in the data active = activation above about 7.8%;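 note: 0% = vehicle wells and 100% = reference activator wells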
ssDAF-12 act: activators of S. stercoralis DAF-12 nuclear receptor; HEK293 ssDAF-12/GRIP1 lit1-tk-luc reporter, luminescence; % of 3 µM dafachronic acid response; activation, % at 6.8 µM; 370,000 compounds, 1% hits; AID 652126;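 active = activation above the mean over all tested compounds plus 3 SD, cut at about 0.9% in these data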;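 note: 0% = DMSO-only wells and 100% = 3 µM delta7-dafachronic acid wells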
ADAM10 inh: ADAM10 inhibition, QFRET primary screen; O14672; recombinant ADAM10, EDANS/DABCYL FRET peptide cleavage, 3 h; inhibition, % at 7 µM; 370,000 compounds, 0.62% hits; AID 720582;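 active = inhibition above a per-campaign cutoff equal to the mean of compounds falling between control-based bounds plus 3 SD, cut at about 20% in these data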;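 note: 0% = DMSO wells while the 100% control is not disclosed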
NPR2 activator: GC-B (human) receptor activation. activation, % at 10 µM. AID 1920062. HEK293-GC-B cells, CNP EC30, cGMP TR-FRET; 0% at EC30 CNP, 100% saturating CNP. 370,000 compounds, 0.11% hits;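 active = activation at 10 µM reaching about 35% in either raw or pattern-adjusted values, limit read from the data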
hgDAF12 agonist: agonists of H. glycines DAF-12 nuclear receptor; activation, % at 6.8 µM; HEK293 GAL4-hgDAF12 UAS-luciferase reporter, agonist luminescence; normalized to butyrate control; AID 687014; 370,000 compounds, 1.8% hits;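 active = activation above a cutoff set at the mean of all screened compounds plus 3 SD, cut at about 10% in these data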;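 note: 0% = DMSO wells and 100% = sodium butyrate wells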
DAX1 inh-2: inhibits human nuclear receptor DAX1. 340,000 compounds, 0.99% hits. HEK293 Gal4-DAX1 luciferase reporter, luminescence. P51843. AID 504766. inhibition, % at 6.75 µM;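 active = inhibition above the mean over all tested compounds plus 3 SD, cut at about 4.2% in these data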;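 note: 0% = DAX1-transfected cells with DMSO and 100% = empty-vector control cells with DMSO; inhibition shows as a rise in luminescence from relieved DAX1 repression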
Target sequence (P51843 207-470 limits assumed): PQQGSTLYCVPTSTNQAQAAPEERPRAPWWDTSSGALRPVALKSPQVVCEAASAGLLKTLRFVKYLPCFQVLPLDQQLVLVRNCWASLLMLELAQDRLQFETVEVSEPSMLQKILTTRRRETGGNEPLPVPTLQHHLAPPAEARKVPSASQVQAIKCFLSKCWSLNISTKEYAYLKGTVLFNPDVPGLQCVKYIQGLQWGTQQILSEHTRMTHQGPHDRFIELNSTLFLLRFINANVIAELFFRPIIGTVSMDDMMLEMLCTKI
GC-A act: GC-A (human) enzyme activation; P16066; HEK293 GC-A cells, cGMP TR-FRET, EC30 ANP; 0% at EC30 ANP, 100% saturating ANP; activation, % at 10 µM; 370,000 compounds, 0.14% hits; in the data active = activation above about 40%
* marks the source's active call; other numbers are inactive results; i = inactive; . = not tested or not shown. Not a hit list, and some 6.6% of all compounds hit somewhere here.

SMILES	HGIII-sPLA2 inh	FXN GAA850 act	DAX1 inh-1	hcDAF-12 act	SMARCA2 activ	ssDAF-12 act	ADAM10 inh	NPR2 activator	hgDAF12 agonist	DAX1 inh-2	GC-A act
O=C(CSCc1ccccc1)N1CCN(C(=O)c2ccco2)CC1	-1	-0.2	0.3	-2.7	3	-1.3	-2	0	0.5	0.0	1
O=C(CSc1ncnc2c1nnn2Cc1ccc(F)cc1)NCC1CCCO1 (stereo not given)	-1	-1.0	1.1	-2.8	-2	-1.5	-5	5	2.3	0.3	2
Cc1ccc(N(C(=O)c2sc(C)nc2C)C(C(=O)NCc2ccco2)c2ccccc2)cc1 (stereo not given)	-2	-3.6	-0.4	0.1	-2	-0.7	-8	3	0.9	-0.7	-8
COC(=O)c1ccc(Oc2nc(N(C)C)nc(N3CCOCC3)n2)cc1	-1	0.0	0.5	1.6	-2	-1.1	2	2	-1.0	0.2	0
O=[n+]1c2c(n([O-])c3c1CCCC3)CCCC2	4	0.0	-1.2	-2.6	4	-1.9	-1	6	1.1	0.9	4
Cc1ccc(N=Nc2ccc(O)c(/C=N\NC(=O)c3ccc(N)cc3)c2)cc1C	17	-1.4	0.4	-0.4	-1	-0.9	1	-8	0.4	-0.8	-2
COc1ccc(NC(=O)C2CCC(CNS(=O)(=O)c3cccs3)CC2)cc1OC (stereo not given)	-6	1.9	0.2	-1.7	-3	-2.2	2	2	-2.1	-0.7	-2
CCC(Cc1ccccc1)NC(=O)Cn1cccc1C(=O)c1ccccc1 (stereo not given)	-2	-2.2	-0.5	-3.1	0	-1.1	-1	-3	0.1	-0.7	-5
Cc1ccc(C)c(S(=O)(=O)NCC(c2ccco2)N2CCc3ccccc3C2)c1 (stereo not given)	-18	0.5	-0.2	-0.5	2	-0.8	1	-8	0.2	0.7	-14
CN(CC(=O)Nc1ccc(S(=O)(=O)N(C)C)cc1)Cc1ccc(C(F)(F)F)cc1	-16	-3.1	-0.7	-2.5	0	-1.4	8	-1	-2.3	-1.0	-6
O[C@@H]1CN(Cc2ccccc2Cl)CC[C@H]1N1CCOCC1	0	2.7	0.0	-1.7	1	-0.4	-2	12	-0.5	2.4	0
NS(=O)(=O)c1ccc(CCNC(=O)c2ccco2)cc1	2	-0.1	0.1	-0.8	-3	-1.5	1	0	-0.2	-0.4	0
CCCn1c(O)c(N=NC(=O)c2ccco2)c2ccccc21	21*	0.8	-1.2	-3.5	-4	-1.9	0	-3	-4.4	-1.1	-2
CCCCOCCCNC(=O)C[C@@H]1C[C@@]2(C(=O)OCC)CCC=C2N(Cc2cccc3ccccc23)C1=O	-23	.	0.1	-1.6	-4	-0.5	10	3	1.9	.	-4
COc1ccc(-n2nnnc2-c2cccc(OC)c2)cc1	2	-3.9	-1.8	0.4	3	-1.0	11	-6	-2.3	-1.7	-14
C=CC[C@H](CC(=O)N[C@H](CO)Cc1ccccc1)C(=O)N[C@@H](COC(=O)[C@@H](CC=C)CC(=O)OC(C)(C)C)Cc1c[nH]c2ccccc12	-86	-3.6	0.5	-2.8	0	-1.4	19	-7	-4.0	1.3	-5
O=C1OC=NC1=Cc1ccccc1	4	2.0	0.9	0.1	-2	-0.7	-10	1	1.8	0.7	2
O=C1CCCN1CC1CCCN(Cc2nc(COc3ccccc3)no2)C1 (stereo not given)	1	-0.5	-0.4	1.5	-2	-1.5	3	2	-0.6	-0.8	1
CCNc1nc(NCC)nc(N(C#N)CCOc2ccccc2)n1	7	1.2	-0.4	-0.8	0	-1.6	6	5	-1.4	0.7	6
CCOc1ccc(-n2c(Cc3cc(=O)[nH]c(=O)[nH]3)nnc2SCC(=O)OC)cc1	3	1.5	-0.9	1.2	-2	-1.2	-37	2	-1.5	0.7	1
CC1CCN(C(=O)COC(=O)c2ccc([N+](=O)[O-])o2)CC1	0	-0.9	0.5	-0.7	1	-1.5	-7	0	-0.3	-0.2	-3
CC(C)(C)Nc1ncnc2c1cnn2-c1ccccc1	1	0.2	9.0*	5.3	8.3*	0.8	-7	-5	16*	1.0	-11
CCC(C)c1ccccc1NC(=O)C(C)OC(=O)CN1C(=O)NC(C)(C)C1=O (stereo not given)	2	1.8	-0.2	0.1	0	-0.8	-1	-9	1.6	-1.6	3
Cc1noc(C)c1COC(=O)c1ccc(F)c(S(=O)(=O)N2CCCCC2)c1	-3	1.2	-0.8	-1.2	-2	-2.2	9	2	-0.6	-0.2	2

An excerpt of these results, with values under each structure.
Order of results: HGIII-sPLA2 inh, FXN GAA850 act, DAX1 inh-1, hcDAF-12 act, SMARCA2 activ, ssDAF-12 act, ADAM10 inh, NPR2 activator, hgDAF12 agonist, DAX1 inh-2, GC-A act
CCCCOCCCNC(=O)C[C@@H]1C[C@@]2(C(=O)OCC)CCC=C2N(Cc2cccc3ccccc23)C1=O
  -23, ., 0.1, -1.6, -4, -0.5, 10, 3, 1.9, ., -4
COc1ccc(-n2nnnc2-c2cccc(OC)c2)cc1
  2, -3.9, -1.8, 0.4, 3, -1.0, 11, -6, -2.3, -1.7, -14
C=CC[C@H](CC(=O)N[C@H](CO)Cc1ccccc1)C(=O)N[C@@H](COC(=O)[C@@H](CC=C)CC(=O)OC(C)(C)C)Cc1c[nH]c2ccccc12
  -86, -3.6, 0.5, -2.8, 0, -1.4, 19, -7, -4.0, 1.3, -5
O=C1OC=NC1=Cc1ccccc1
  4, 2.0, 0.9, 0.1, -2, -0.7, -10, 1, 1.8, 0.7, 2
O=C1CCCN1CC1CCCN(Cc2nc(COc3ccccc3)no2)C1 (stereo not given)
  1, -0.5, -0.4, 1.5, -2, -1.5, 3, 2, -0.6, -0.8, 1
CCNc1nc(NCC)nc(N(C#N)CCOc2ccccc2)n1
  7, 1.2, -0.4, -0.8, 0, -1.6, 6, 5, -1.4, 0.7, 6
CCOc1ccc(-n2c(Cc3cc(=O)[nH]c(=O)[nH]3)nnc2SCC(=O)OC)cc1
  3, 1.5, -0.9, 1.2, -2, -1.2, -37, 2, -1.5, 0.7, 1
CC1CCN(C(=O)COC(=O)c2ccc([N+](=O)[O-])o2)CC1
  0, -0.9, 0.5, -0.7, 1, -1.5, -7, 0, -0.3, -0.2, -3
CC(C)(C)Nc1ncnc2c1cnn2-c1ccccc1
  1, 0.2, 9.0*, 5.3, 8.3*, 0.8, -7, -5, 16*, 1.0, -11
CCC(C)c1ccccc1NC(=O)C(C)OC(=O)CN1C(=O)NC(C)(C)C1=O (stereo not given)
  2, 1.8, -0.2, 0.1, 0, -0.8, -1, -9, 1.6, -1.6, 3
Cc1noc(C)c1COC(=O)c1ccc(F)c(S(=O)(=O)N2CCCCC2)c1
  -3, 1.2, -0.8, -1.2, -2, -2.2, 9, 2, -0.6, -0.2, 2

Continuation.
SMILES	HGIII-sPLA2 inh	FXN GAA850 act	DAX1 inh-1	hcDAF-12 act	SMARCA2 activ	ssDAF-12 act	ADAM10 inh	NPR2 activator	hgDAF12 agonist	DAX1 inh-2	GC-A act
COc1ccc(NC(=O)C(c2cc3c(cc2[N+](=O)[O-])OCO3)N2CCN(C=O)CC2)cc1 (stereo not given)	4	0.3	1.1	4.4	1	0.1	-57	-1	1.1	0.6	1
COc1cc(/C=N\NC(=O)c2ccc(Cn3nc([N+](=O)[O-])c(Cl)c3C)o2)ccc1O	-2	1.2	-0.9	-1.9	0	-0.6	7	4	0.8	-0.8	4
CC1COc2ccccc2N1S(=O)(=O)c1ccccc1 (stereo not given)	0	1.9	0.2	-1.7	-3	-1.6	-5	-7	-2.2	.	-3
C[C@]12CC[C@@H]3c4ccc(O)cc4CC[C@H]3[C@@H]1CC[C@@H]2OC(=O)CCC(=O)O	-21	4.8	0.9	-2.4	-4	-1.7	6	-4	0.9	0.7	-8
CNc1cccc(-c2ccccc2C(C)=O)n1	-5	-0.4	0.3	0.3	2	-1.1	-5	-3	-0.3	.	2
CC1=C(C(=O)N2CCCC(CCC(=O)NCc3ccccc3F)C2)OCCO1 (stereo not given)	13	0.4	0.4	1.2	0	-1.7	5	1	-0.5	0.2	-1
CC(C)(C)NC(=O)CCc1nnc(Cc2c[nH]c3ccccc23)o1	-9	-2.0	0.3	2.9	3	0.1	1	-1	2.6	1.0	2
CCN(CC)C(=O)Cn1c(=O)n(CCCC(=O)NCc2ccccc2)c(=O)c2sccc21	-3	1.3	0.0	-1.9	-1	-1.4	-4	-1	-1.0	0.6	1
C=CCn1c(N)c(C(=O)OC(C)CC)c2nc3ccccc3nc21 (stereo not given)	2	-0.1	-0.7	-1.9	1	-1.1	i	1	-2.8	-0.3	8
CN(C)S(=O)(=O)c1cccn1-c1ncc(C(F)(F)F)cc1Cl	3	1.9	-0.7	-1.9	0	-1.3	4	1	-1.6	1.1	1
O=C(CN(C(=O)c1cccc([N+](=O)[O-])c1)C1CCCCC1)Nc1ccc(Cl)c([N+](=O)[O-])c1	7	0.8	0.2	0.2	0	-1.7	5	-1	-0.2	1.8	-4
O=S(=O)(c1ccc(N2CCN(CCO)CC2)nc1)N1CCOCC1	6	1.8	0.3	0.2	-2	-0.5	-7	4	0.5	-0.9	1
COc1ccc(NC(=O)CSc2ncnc3c2sc2ccccc23)c(OC)c1	5	2.0	0.1	-3.0	-2	-0.7	1	0	2.2	0.7	6
O=C(CCC(=O)N(CC(=O)NC1CCCC1)c1cccc(F)c1)Nc1nccs1	0	-1.8	-0.2	2.6	-4	-1.1	2	6	-0.1	0.4	-3
CCOC(=O)c1ccc(NC(=O)CCn2c(=O)oc3ccccc32)cc1	-10	0.3	-0.6	-1.9	0	-1.1	1	7	-2.1	-0.8	-2
CCCCC(=O)O[C@H]1CC[C@H]2[C@@H]3CCc4cc(O)ccc4[C@H]3CC[C@]12C	-1	0.7	-1.1	-1.5	-1	-1.4	-7	-1	-0.6	0.1	-8
COc1ccc(C2CC(=O)C3=C(C2)Nc2ccccc2N(C(=O)C2CC2)C3c2cccnc2)cc1OC (stereo not given)	-3	1.0	0.0	-0.9	0	-1.0	-14	-2	4.2	0.8	-3
CC1CCN(C(C)C(=O)Nc2cc(S(=O)(=O)N3CCCCC3)ccc2Cl)CC1 (stereo not given)	1	-1.4	1.0	1.3	0	-1.0	-8	5	-0.2	-0.1	-3
